RPL19A TOR yeast = yeast TOR pathway RPL19A-GFP modulation | S. cerevisiae RPL19A-GFP strain, flow cytometry, 3 h; hits give low values | percent response vs DMSO, % at 10 µM | actives 0.3% (n = 330,000);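 active means percent response vs DMSO below 50%; inconclusive means fewer than 70 events counted for the yeast strain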;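 further: median channel GFP fluorescence of the barcoded RPL19A-GFP strain; ratio of sample median GFP to plate DMSO average so 100% = DMSO; lower means less RPL19A-GFP as with rapamycin TOR inhibition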
AHR activator = activators of human aryl hydrocarbon receptor | AID 2796 | AHR-responsive luciferase reporter cells, luminescence | activation, % at 5 µM | actives 2.5% (n = 320,000) | P35869; in the data active means activation above about 47%;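 further: 0% = vehicle wells and 100% = reference agonist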
EBNA-1 inh = blocks EBNA-1 binding to DNA. EBNA-1 DNA binding, fluorescence polarization. inhibition, % at 14.8 µM. actives 0.34% (n = 300,000); in the data active means inhibition above about 28%
MEP2 TOR yeast = alters MEP2-GFP fluorescence in TOR pathway yeast screen | S. cerevisiae MEP2-GFP strain, flow cytometry GFP, 3 h; 100% = DMSO control level | GFP response vs DMSO, % at 10 µM | actives 0.51% (n = 330,000) | AID 2016;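 active means GFP response versus DMSO above a set limit, roughly screen mean plus 3 SD, cut at about 180% in these data; inconclusive means fewer than 70 cells counted for a yeast strain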;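 further: median GFP fluorescence of the barcode-gated MEP2-GFP cells per well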
proCasp7 act = counter-screen for procaspase-3 activators: activators of human procaspase-7; P55210; recombinant procaspase-7, Ac-DEVD-pNA absorbance 405 nm; D23A/D198A/D206A triple mutant, cannot self-cleave; scale: DMSO 0, 5 µM enzyme 100; activation, % at 8.5 µM; actives 0.093% (n = 330,000); AID 463210;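 active means percent activation above the screen-wide mean plus 3 SD, cut at about 25% in these data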
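Material: Procaspase-7 triple mutant (PC-7 D3A) | Quantity: 2 µM procaspase-7 mutant as dispensed | Reagent: DEVD-pNA substrate | Times: 1 h preincubation, 2 h reaction | Technique: 405 nm absorbance of p-nitroaniline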
LAP4 TOR yeast = yeast TOR pathway LAP4-GFP modulation; AID 2023; S. cerevisiae LAP4-GFP multiplex, flow cytometry GFP, 3 h; median GFP as percent of DMSO wells; GFP response vs DMSO, % at 10 µM; actives 0.34% (n = 320,000);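 active means GFP response vs DMSO above a set limit, about the screen mean plus 3 SD, cut at about 150% in these data; inconclusive means under 70 cell events counted for the yeast strain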
ZTA counter = blocks Epstein-Barr virus ZTA, an EBNA-1 counter-screen; P03206; ZTA-DNA binding, fluorescence polarization; inhibition, % at 11 µM; actives 0.15% (n = 320,000); in the data active means inhibition above about 33%
proCasp3 act = procaspase-3 (human) activation. P42574. recombinant procaspase-3 D3A, Ac-DEVD-pNA absorbance 405 nm. AID 463141. actives 0.11% (n = 330,000). activation, % at 8.5 µM;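 active means activation above the mean of all tested compounds plus 3 SD, cut at about 21% in these data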;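 further: 0% = DMSO alone and 100% = DMSO wells spiked with extra 5 µM PC-3 D3A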
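Test system: Procaspase-3 D3A mutant; medium: Zinc-free HEPES/NaCl buffer with 0.01% Triton X-100 at pH 7.4; reagent: DEVD-pNA substrate; doses: one concentration, 8.5 µM nominal, 0.8% DMSO; times: 1 h preincubation plus 2 h reaction at 25 °C; signal: Epi-absorbance at 405 nm of released p-nitroaniline, 0 and 120 min; replicates: singlicate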
An asterisk follows results filed as active; ? = inconclusive; . = no result given; [ ] = another dose, or the depositor's remark.

SMILES | RPL19A TOR yeast | AHR activator | EBNA-1 inh | MEP2 TOR yeast | proCasp7 act | LAP4 TOR yeast | ZTA counter | proCasp3 act
Cn1c(=O)c2c(SCC(=O)Nc3ccc4c(c3)OCCO4)nc(CC(C)(C)C)nc2n(C)c1=O | 102 | -2 | -14 | 96 | 3 | 96 | -4 | 8
Cc1cc(NC(=O)c2cc(-c3ccncc3)nc3ccccc23)ccc1Br | 93 | 36 | . | 104 | -1 | 93 | . | 9
CCOC(=O)c1c(/N=C/c2ccc(C)cc2O)sc2c1CCN(C)C2 | 100 | 3 | -4 | 96 | 0 | 100 | -23 | -6
CCOC(=O)C1CCCN(CCC(=O)Nc2cccc(C)c2)C1 (stereo unspecified) | 96 | 0 | -20 | 100 | 5 | 97 | 2 | 1
COc1ccc(N2CCN(C(=O)CSc3ccc([N+](=O)[O-])cc3)CC2)cc1 | 96 | -4 | -15 | 91 | -1 | 102 | -3 | 1
Cc1cccn2c(/C=N/OCc3ccc(F)cc3)c(-c3ccc(Cl)cc3)nc12 | 94 | 12 | -2 | 98 | 13 | 104 | -8 | -2
Cc1ccc(C(C)C)c(OCC(=O)Nn2c(=O)[nH]c3ccccc3c2=O)c1 | 99 | 38 | 5 | 97 | 20 | 91 | -4 | 6
OC(CN1CCN(c2ccccc2Cl)CC1)c1ccccc1 (stereo unspecified) | 100 | -2 | 3 | 101 | -1 | 95 | -4 | 6
COc1ccc(CCNC(=S)NC(=O)/C=C/c2ccc(C)cc2)cc1OC | 107 | 2 | 12 | 89 | -3 | 86 | -9 | 0
CCn1c(N)c(C(=O)NCc2cccnc2)sc1=S | ? | 17 | 13 | ? | 0 | ? | 8 | -5
O=C(CSC1=NCCS1)c1ccc(Cl)cc1 | 100 | 3 | 7 | 140 | -7 | 134 | -15 | -6
COCCSc1nc2sc3c(c2c(=O)n1-c1ccccc1)CCN(C)C3 | 86 | 5 | -6 | 94 | 8 | 96 | 0 | -4
O=C(Nc1ccc(F)cc1F)Nc1sccc1-c1nc2ccccc2s1 | 95 | 29 | -1 | 90 | -15 | 102 | 5 | -84
O=c1c2c(-c3cccs3)csc2ncn1-n1cccc1 | 102 | 3 | 6 | 91 | 15 | 93 | 4 | 4
COc1ccc(C(=O)C(=O)c2ccc(OCCO)cc2)cc1 | 108 | 4 | 2 | 99 | 1 | 113 | -10 | 2

Whole records, quoted from the list:
Entry for `Cc1ccc(C(C)C)c(OCC(=O)Nn2c(=O)[nH]c3ccccc3c2=O)c1` : RPL19A TOR yeast = 99; AHR activator = 38; EBNA-1 inh = 5; MEP2 TOR yeast = 97; proCasp7 act = 20; LAP4 TOR yeast = 91; ZTA counter = -4; proCasp3 act = 6
Entry for `Cc1cccn2c(/C=N/OCc3ccc(F)cc3)c(-c3ccc(Cl)cc3)nc12` : RPL19A TOR yeast = 94; AHR activator = 12; EBNA-1 inh = -2; MEP2 TOR yeast = 98; proCasp7 act = 13; LAP4 TOR yeast = 104; ZTA counter = -8; proCasp3 act = -2

The list goes on:
SMILES | RPL19A TOR yeast | AHR activator | EBNA-1 inh | MEP2 TOR yeast | proCasp7 act | LAP4 TOR yeast | ZTA counter | proCasp3 act
Cn1cc(S(=O)(=O)N2CCOCC2)cc1C(=O)O | 104 | 0 | . | 105 | 6 | 105 | . | 4
Cc1ccc(S(=O)(=O)NCCC(=O)Nc2cccc(S(=O)(=O)N3CCCC3)c2)cc1C | 99 | -1 | . | 104 | 4 | 97 | . | -1
CC(NC(=O)COC(=O)C12CC3CC(CC(Br)(C3)C1)C2)c1ccccc1 (stereo unspecified) | 95 | 0 | . | 107 | -4 | 103 | . | 0
N#C/C(=C\c1ccc(N2CCOCC2)cc1)c1ccccc1 | 91 | -3 | -4 | 96 | -7 | 100 | -4 | -10
COCCNC(=O)CN(c1ccccc1OC)S(C)(=O)=O | 99 | 0 | 3 | 105 | -1 | 96 | 6 | 3
COc1ccc(S(=O)(=O)N(C)C[C@H]2Oc3ccc(NC(=O)NC(C)C)cc3C(=O)N([C@H](C)CO)C[C@@H]2C)cc1 | 97 | 1 | . | 96 | -4 | 105 | . | 10
CC(=O)Nc1ccc(Nc2ncnc3c2cnn3-c2cccc(C)c2)cc1 | 96 | -9 | 2 | 109 | 14 | 98 | -4 | -3
CCC(C)NC(=O)C1c2ccccc2C(=O)N(c2ccc(OC)cc2)C1c1ccc(OC)cc1 (stereo unspecified) | 100 | 0 | 3 | 104 | -4 | 99 | -10 | 9
COC(=O)c1c(N2C(=O)[C@H]3[C@@H](C2=O)[C@]2(C(=O)Nc4ccc(C)cc42)N2CCC[C@@H]32)sc(C)c1C | 93 | 6 | -2 | 89 | 8 | 101 | 1 | 3
C[C@@H]1C[C@H]2[C@@H]3CCC4=CC(=O)C=C[C@]4(C)[C@@]3(F)[C@@H](O)C[C@]2(C)[C@@]1(O)C(=O)COP(=O)(O)O | 100 | 7 | 11 | 91 | 7 | 108 | -12 | 5
CCCc1[nH]n(-c2ccc([N+](=O)[O-])cc2)c(=O)c1C=NCCN1CCNCC1 | 97 | 6 | -1 | 93 | 5 | 115 | -1 | 2
Cc1ccc(NC(=O)c2cccc(S(=O)(=O)N3CCN(C)CC3)c2)cc1F | 88 | 6 | -12 | 88 | 8 | 92 | 8 | -3
COc1ccc(OC[C@@H](O)CNC(=O)c2cccc3c2C(=O)c2ccc(Cl)cc2S3(=O)=O)cc1 | 95 | 3 | . | 98 | -7 | 90 | -13 | -6
O=S(=O)(NCc1ccc2c(c1)OCO2)c1cnc[nH]1 | 98 | -1 | 5 | 128 | 5 | 104 | -2 | 3
COc1ccccc1C1C(C(=O)c2sc(C)nc2C)=C(O)C(=O)N1CCN1CCOCC1 (stereo unspecified) | 85 | 7 | 1 | 80 | -1 | 81 | 22 | 4
NC(=O)CSCc1c(Cl)cccc1Cl | 66 | -1 | 11 | 217* | -2 | 83 | 1 | -8
S=C(NCCSCc1ccc(Cl)cc1Cl)Nc1ccccc1 | 91 | -2 | 6 | 85 | 1 | 116 | -1 | 0
CCOC(=O)c1nn(-c2ccc(C)cc2)cc1O | 98 | 1 | 2 | 95 | 9 | 121 | 9 | 2
COc1ccccc1C1=NOC(C)(c2nnc(-c3cccc(Cl)c3)o2)C1 (stereo unspecified) | 101 | 8 | 5 | 96 | 9 | 112 | 9 | 3
CN(CCOc1ccccc1)CC(=O)Nc1ccc(Cl)cc1[N+](=O)[O-] | 96 | -3 | 0 | 98 | -3 | 109 | -12 | 10
Cc1cc(C)c(S(=O)(=O)N2CCN(C)CC2)c(C)c1 | 88 | 0 | -2 | 94 | -6 | 93 | -22 | 10
CC(CCN1CCN(c2ccccn2)CC1)c1ccccc1 (stereo unspecified) | 103 | 0 | 0 | 108 | 0 | 94 | -4 | 0
N=c1oc2ccc([N+](=O)[O-])cc2cc1C(=O)NCc1ccccc1 | 109 | -1 | -12 | 102 | 4 | 84 | 7 | 3
Cn1nc(C(=O)Nc2cccnc2)c2ccccc2c1=O | 97 | 47 | 5 | 101 | 4 | 101 | 13 | -3
CC(C)N1CCc2c(sc(NC(=O)c3ccc(S(=O)(=O)N4CCCCC4C)cc3)c2C(N)=O)C1 (stereo unspecified) | 98 | 3 | 7 | 95 | 4 | 93 | -2 | -8
COc1cc(OC)c(C2CC(=O)N3CN(c4ccccc4)CSC3=C2C#N)cc1OC (stereo unspecified) | 113 | -3 | 9 | 101 | -12 | 95 | 13 | -20
Cc1cc(Cl)ccc1OCc1nc(-c2ccncc2)no1 | 99 | 6 | 3 | 105 | -8 | 127 | -9 | 0
COCCCNC(=O)c1ccc(CS(=O)(=O)c2ccc(OC)cc2)o1 | 98 | -1 | -1 | 102 | 10 | 99 | 1 | 2
Cc1ccsc1/C=C1/NC(=O)N(Cc2ccc(F)cc2)C1=O | 102 | 20 | 1 | 104 | 14 | 91 | -8 | 14
O=c1cc(CSc2ccc(Cl)cc2)nc(N2CCOCC2)[nH]1 | 99 | 3 | 8 | 99 | 7 | 107 | -1 | -3
CCC(=O)c1cn(CC(=O)Nc2ccc(C)cc2)c2ccccc12 | ? | 14 | -5 | 90[may fluoresce red and violet] | -7 | 70[may fluoresce red and violet] | 8 | -3
Cc1ccc(S(=O)(=O)N2CCSC2)cc1C | 99 | -1 | 3 | 99 | -5 | 114 | 3 | -4
C/C(=N\NC(=O)c1c[nH]c2ccccc12)c1ccc2c(c1)OCO2 | 106 | 93* | -8 | 100 | -7 | 93 | -11 | 5
O=C(O)C1OC(Oc2cc3oc(-c4ccccc4)cc(=O)c3c(O)c2O)C(O)C(O)C1O (stereo unspecified) | 99 | 3 | -1 | 100 | -16 | 96 | 2 | -9
C/C(Cc1ccccc1)=N\NC(=O)CNC(=O)Cc1ccccc1 | 94 | 2 | 1 | 93 | 7 | 98 | 8 | 4
CCN(CC)CCN1C(=O)C(=O)/C(=C(/O)c2c(C)[nH]c(C(=O)OC)c2C)C1c1ccc(OC)cc1 (stereo unspecified) | 107 | 1 | -7 | 111 | -10 | 105 | -5 | 5
CCOC(=O)Nc1cc(C(=O)OCC)c(C)nc1C | 99 | 1 | 0 | 110 | -2 | 107 | 4 | 8
Cc1ccccc1CS(=O)(=O)Cc1ccc(C(=O)NCCc2ccccc2)o1 | 101 | 4 | -5 | 90 | -5 | 94 | 5 | 1
CN(C)CCN(C(=O)c1ccc(C(=O)c2ccccc2)cc1)c1nc2cc3c(cc2s1)OCCO3 | 98 | 6 | -3 | 96 | -12 | 105 | 6 | -4
COc1cc(NC(=O)C2CCCC2)c(OC)cc1Cl | 95 | 7 | -1 | 89 | 1 | 95 | 3 | -5
Cc1cccc(C)c1N1CCN(C(=O)N2CCOCC2)CC1 | 98 | -1 | -15 | 97 | -4 | 105 | -3 | 1
Cc1ccc(C)c(N2CCN(C(=O)C3CCCN(c4ncnc5c4nc4n5CCCCC4)C3)CC2)c1 (stereo unspecified) | 94 | -2 | -5 | 99 | 11 | 91 | 4 | 12
CCCC/C(O)=C1\C(=O)CC(C)(C)CC1=NCCCCCC(=O)O | 100 | 2 | 3 | 101 | 3 | 100 | 8 | 4
COc1c(C=O)cc2c3c1CCCN3CCC2 | 91 | -1 | 3 | 96 | -3 | 84 | 2 | 9
Cc1ccc(NC2CCCCC2NS(=O)(=O)c2ccccc2)c(C)c1 (stereo unspecified) | 98 | 2 | 6 | 104 | 3 | 97 | 9 | 5
CCC1=C(c2ccc(C)cc2)S(=O)(=O)N=C1N1CCC(C(=O)NCCCN2CCCCC2C)CC1 (stereo unspecified) | 99 | 2 | 2 | 101 | -2 | 94 | -2 | 3
COc1nc(C)c2cc(C)oc2n1 | 102 | 14 | 0 | 104 | -2 | 93 | 1 | 2
O=C(O)c1cc(NC(=O)c2ccccc2[N+](=O)[O-])ccc1O | 91 | 5 | 9 | 86 | -4 | 92 | -8 | 2
O=C(Nc1ccc2c(c1)OCO2)C1CC1 | 100 | 16 | . | 98 | -4 | 99 | -7 | 2
COc1cc(C2NC(=O)NC(c3ccccc3)=C2C(C)=O)ccc1OCC#N (stereo unspecified) | 92 | -1 | 7 | 106 | -8 | 106 | -7 | -9
CCC(=O)N1CCc2cc(S(=O)(=O)CCC(=O)Nc3c(C)n(C)n(-c4ccccc4)c3=O)ccc21 | 99 | 0 | -5 | 107 | 0 | 100 | 2 | 4

Screening results deposited in PubChem BioAssay by several laboratories.
